Bioassay records deposited in PubChem BioAssay by NCI.
Growth percent in the NCI-60 one-dose screen (48 h, 10 µM unless noted): 100 = growth as untreated, 0 = no growth, -100 = all killed.
DU-145 – DU-145 prostate cancer; 4.2% of 81,000 active; AID 1794760
RXF 393 – RXF 393 renal cancer cells. 6.9% of 77,000 active
786-0 – 786-0 renal cancer cells; AID 1794775; 5.1% of 81,000 active
ACHN – ACHN renal cancer; 4.9% of 81,000 active
CAKI-1 – CAKI-1 renal cancer. 4.7% of 75,000 active
UO-31 – UO-31 renal cancer; 5.2% of 81,000 active; AID 1794768
TK-10 – TK-10 renal cancer cells; AID 1794769; 3.9% of 81,000 active
SN12C – SN12C renal cancer cells; 3.8% of 81,000 active
A498 – A498 renal cancer cells. AID 1794774. 5.4% of 76,000 active
Active calls of the source: *; . = no result given; & = joins results of further samples; [ ] = dose if it differs, or a comment. Rule for the calls: active = growth percent below 10; inactive = the rest.

Values run as follows: DU-145, RXF 393, 786-0, ACHN, CAKI-1, UO-31, TK-10, SN12C, A498
COc1ccc(C/C(C)=C(/c2ccc(OCCCN(C)C)cc2)c2ccc(OC(=O)Cc3ccccc3)cc2)cc1
  108, 112, 103, 98, 91, 86, 100, 97, 104
FC(F)Oc1ccc(C(Nc2cccc(C(F)(F)F)c2)c2nnnn2C2CCCCC2)cc1OCC1CC1 (stereo not given)
  102, 80, 85, 87, 59, 63, 103, 95, 95
COc1cc(OC)c(/C=C2\N=C(c3ccccc3)OC2=O)c(OC)c1
  120, 104, 105, 99, 105, 81, ., 93, 101
Brc1cccc(-c2cc(-c3cnc4c(c3)OCCO4)n[nH]2)c1
  70, 48, 79, 52, 52, 51, 90, 63, 51
CSc1nnc(-c2cc3c([nH]c4ccccc43)c(-c3cccc(O)c3)n2)n1-c1ccc(C)cc1
  63, 2.8*, 38, 32, 48, 41, 35, 63, 31
COc1ccc(C(=O)/C=C/c2cc(OC)c(OC)c(OC)c2)cc1S(=O)(=O)Nc1cccnc1
  90, 93, 101, 95, 85, 86, 114, 93, 106
C#CCOc1ccccc1C(OC(=O)c1cccc(N)c1)C(=O)NC(C)(C)C(C)(C)C (stereo not given)
  108, 101, 102, 98, 83, 75, 102, 99, 99
N#Cc1c(-c2cccc(Cl)c2)cc(-c2cccc(Cl)c2)[nH]c1=O
  96, 82, 88, 93, 64, 74, 97, 83, 47
O=C1c2ccccc2C(=O)N1CNc1ccc(Cl)cn1
  106, 137, 97, 108, 98, 93, 100, 101, 90
NCCOc1ncccc1/C=C1\C2C=CC=CC2C2C=CC(F)=CC12 (stereo not given)
  6.2*, 40, 1.2*, -34*, 25, -0.6*, 42, -3.7*, 17
Clc1sc(Cl)c(Cl)c1Cl
  ., 120, 103, 101, 97, 94, 96, 96, 88
CC(=O)OC1CC2CC1C1C=CCC21 (stereo not given)
  109&104, 99&93, 88&101, 95&103, 73&103, 74&84, 102&103, 98&100, 98&88
COC(=O)c1cc(C(C)=O)n2c1ccc1c3ccccc3ccc12
  95, 67, 102, 61, 66, 58, 107, 76, 145
CCC(=O)c1c(O)cc(O)cc1O
  105, 115, 98, 87, 92, 84, 107, 104, 109
COc1ccc(C2SCC(=O)N2NC(=O)CCC(=O)c2nc3ncccc3[nH]2)cc1 (stereo not given)
  111, 106, 100, ., 80, 81, 112, 95, 86
O=C(O)/C=C/C(=O)Nc1ccc(I)cc1
  123, 120, 101, 106, 91, 86, 121, 97, 140
COC(=O)[C@]1(C)CCC[C@@]2(C)[C@H]1CC(C=O)=C1C=C(C(C)C)CC[C@@H]12
  105, 119, 104, 101, 89, 85, 113, 93, 118
CC(=O)Nc1ccc2c(c1Br)Cc1ccccc1-2
  101, 114, 88, 100, 87, 52, 107, 80, 77
O=C(Cn1cc(CN2C(=O)c3ccc([N+](=O)[O-])cc3C2=O)nn1)Nc1ccc(Cl)cc1Cl
  105, 105, 105, 104, 92, 96, 119, 103, 96
CN(C)c1ccc(N=Nc2ccc(Br)cn2)c(O)c1
  25, 55, 21, 7.8*, ., 3.8*, 34, 12, 54

5 records picked at random from the list so far, as already listed:
Values run as follows: DU-145, RXF 393, 786-0, ACHN, CAKI-1, UO-31, TK-10, SN12C, A498
CSc1nnc(-c2cc3c([nH]c4ccccc43)c(-c3cccc(O)c3)n2)n1-c1ccc(C)cc1
  63, 2.8*, 38, 32, 48, 41, 35, 63, 31
C#CCOc1ccccc1C(OC(=O)c1cccc(N)c1)C(=O)NC(C)(C)C(C)(C)C (stereo not given)
  108, 101, 102, 98, 83, 75, 102, 99, 99
O=C1c2ccccc2C(=O)N1CNc1ccc(Cl)cn1
  106, 137, 97, 108, 98, 93, 100, 101, 90
COc1ccc(C2SCC(=O)N2NC(=O)CCC(=O)c2nc3ncccc3[nH]2)cc1 (stereo not given)
  111, 106, 100, ., 80, 81, 112, 95, 86
N#Cc1c(-c2cccc(Cl)c2)cc(-c2cccc(Cl)c2)[nH]c1=O
  96, 82, 88, 93, 64, 74, 97, 83, 47

The list continues.
Values run as follows: DU-145, RXF 393, 786-0, ACHN, CAKI-1, UO-31, TK-10, SN12C, A498
CCCCCCCCCCOc1ccc(/C=C/C(=O)c2ccc(B(O)O)cc2)cc1
  94, 87, 96, 91, ., 44, 90, 94, 70
O=S(=O)(NCCCNc1nccc(-c2c(-c3cccc(F)c3)nc3occn23)n1)c1cccc2ccccc12
  41, 48, 47, 30, 21, 18, 56, 43, 29
COc1cc2nc(SCc3nnc(NC(=O)c4ccccc4)s3)n(-c3ccc(Cl)cc3)c(=O)c2cc1OC
  105, ., 97, 100, 98, 86, 125, 96, 94
O=[N+]([O-])CC(c1ccccc1F)c1c[nH]c2ccccc12 (stereo not given)
  97, 80, 88, 95, 59, 72, 97, 89, .
N#Cc1c(N2CCNCC2)nc2n(c1=O)-c1ccccc1Sc1ccccc1-2
  87, 82, 72, 71, 78, 37, 96, 84, 113
OC1CSSC1Cn1cnc2c(Nc3ccc(F)c(Cl)c3)ncnc21 (stereo not given)
  86, 114, 108, 98, 105, 44, 96, 99, 103
Cc1ccc(N(C)c2cc(NC3CC3)n3ncc(C#N)c3n2)cc1N(C)C(=O)C1CC1
  73, 33, 76, 52, 72, 46, 70, 85, 63
O=C(OC(=Nc1ccccc1)c1nccc2ccccc12)c1ccccc1
  104, 104, 98, 96, 83, 60, 145, 91, 65
O=C1c2c(Cl)c(Cl)c(Cl)c(Cl)c2C(=O)C2(Cl)CC=CCC12Cl (stereo not given)
  -74*, -78*, 0.1*, -81*, -15*, 18, -92*, 24, 104
O=c1c2ccccc2c2nccn2c2cc(Cl)ccc12
  98, ., 92, 138, 75, 71, 137, 112, 78
CC(=O)N[C@@H](CO)CC(=O)c1ccc2c(c1N)C=CC(C)(C)O2
  110, ., 109, 96, 91, 65, 152, 94, 92
Cc1c(C(=O)N2CCN(c3nsc4ccccc34)CC2)nnn1-c1ccc(Cl)cc1
  86, 100, 83, 81, 69, 68, 96, 83, 83
Cc1nccc2c3ccc(OCc4cn(-c5ccc(Br)cc5)nn4)cc3n(CCCc3ccccc3)c12
  49, -26*, -71*, ., ., -73*, 34, 67, 110
CC1(C)c2ccccc2C(=O)C1(Br)Cc1ccccc1 (stereo not given)
  93, 83, 82, 88, 51, 57, 105, 95, 90
O=C(OC1C2COC(O2)C(OC(=O)c2ccccc2)C1OC(=O)c1ccccc1)c1ccccc1 (stereo not given)
  110, 85, 100, 107, 98, 98, 109, 97, 81
O=C1NCCCn2nc3c(c21)CC(NCc1ccc(Cl)cc1)CC3 (stereo not given)
  105, 118, 101, 104, 95, 97, 98, 107, 105
CC(C)[C@@H]1CC[C@]2(C(=O)NCCCCN=C(N)N)CC[C@]3(C)[C@H](CC[C@@H]4[C@@]5(C)CCC(=O)C(C)(C)[C@@H]5CC[C@]43C)[C@@H]12
  81, 94, 71, 80, 97, 83, 89, 61, 111
C#C[C@]1(O)CC[C@H]2[C@@H]3CC=C4c5sc(Nc6ncccc6C)nc5CC[C@]4(C)[C@H]3CC[C@@]21C
  37, -75*, -56*, 18, -36*, -40*, 41, 41, -5.8*
O=S(=O)(Nc1nc2ccccc2[nH]1)c1ccc2ccccc2c1
  102, 105, 98, 108, 89, 62, 105, 90, .
CC(C)CC(NC(=O)C(C)N)C(=O)OC(C)(C)C (stereo not given)
  112, 102, 101, 100, 93, 92, 109, 103, 92
C#Cc1cccc(Nc2ncnc3ccc(NC(=O)c4cccs4)cc23)c1
  50, 52, 39, 16, ., 61, 46, 42, 68
O=C(NNc1ccccc1)n1c(=O)c2ccccc2c(=O)n1-c1ccccc1
  104, 109, 93, 94, 77, 82, 95, 86, 101
Nc1nc2c(C(=O)Nc3ccccc3)c(Nc3ccccc3)nn2c(Nc2ccccc2)c1-c1nc2ccccc2s1
  92, ., 96, 82, 80, 73, 119, 80, .
CC(C)(C)[Si](C)(C)O[C@H]1C(=O)C=CN2CC=C[C@@H]12
  108[100 µM], 109[100 µM], 105[100 µM], 101[100 µM], 104[100 µM], 80[100 µM], 108[100 µM], 97[100 µM], 98[100 µM]
Nc1ccc2ccc(S(=O)(=O)O)cc2c1
  116, 106, 100, 104, 93, 77, 109, 106, 103
CC(=O)c1ccc(N=NC2C(=O)N(c3ccccc3)N=C2C)cc1 (stereo not given)
  114, 103, 90, 94, 96, 62, 112, 100, 73
Cc1ccc(C)c2c1C=CC2
  105, 106, 100, 98, 95, 84, 95, 101, 103
Clc1cn2cc(-c3ccc(Cl)c(Cl)c3Cl)nc2s1
  117, 100, 100, 101, 88, 79, 165, 101, 110
CCOC(=O)c1c(C)oc2cc([N+](=O)[O-])c(O)c([N+](=O)[O-])c12
  116, 112, 107, 107, 96, 91, 110, 96, 107
NS(=O)(=O)c1ccc(Nc2nc(SCC(=O)c3ccccc3)nc3c2CCC3)cc1
  95, 99, 100, 97, 84, 87, 104, 95, 78
c1cnn([B-]2(n3cccn3)n3ccc[n+]3[B-](n3cccn3)(n3cccn3)n3ccc[n+]32)c1
  115, 107, 99, 111, 98, 93, 94, 105, 115
O=C(O)c1cn(C2CC2)c2cc(N3CCN(C(=O)CCCN4C(=O)S/C(=C/c5cccc([N+](=O)[O-])c5)C4=O)CC3)c(F)cc2c1=O
  106, 104, 92, 96, 95, 79, 103, 96, 91
O=CNc1ccccc1Cl
  112, 116, 94, 108, 94, 88, 98, ., 90
Cc1ccncc1CO
  107, 111, 103, 107, 95, 89, 95, ., 91
O=C(Nc1ccc(-n2cc(-c3ccncc3)c(-c3ccc(O)c(Cl)c3)n2)cc1)c1ccc(Cl)c(Cl)c1
  46, -83*, -42*, 21, 19, 23, ., 58, 80
CCOC(=O)n1cccc1
  112, 103, 103, 99, 94, 72, 108, 95, 114
COc1ccc2c3c(cnc2c1)C(=O)CCC3
  108, 125, 100, 101, ., 73, 119, 101, 125
C#CCN(C)CCCOc1ccc(NCc2ccc(C(=O)NO)cc2)cc1Cl
  26, -3.4*, 39, 9.0*, 8.6*, -14*, -3.2*, 38, -15*
CC/C(=C(/c1ccc(O)cc1)c1ccc(OCCN2CCCCCC2)cc1)c1ccc(OC)cc1
  105, 100, 93, 107, 99, 79, 109, 89, 75
COc1ccc(NC(=O)c2ccoc2COc2ccccc2)cc1
  106, 94, 97, 98, 86, 81, 109, 94, 100
N#Cc1c(-c2ccc(F)cc2)nn(CC(=O)N2CCOCC2)c1N
  107, 106, 97, 92, 91, 76, 107, 99, 109
N#C/C(=C\c1ccco1)c1cc2ccccc2[nH]1
  98, 104, 103, 96, 83, 79, ., 92, 78
O=C1C=C(OCC=C(Br)Br)C(=O)c2ccccc21
  92, 96, 102, 103, 104, 70, 118, 88, 102
COc1ccc(-c2c(O)c(=O)[nH]c3ccc(OC)cc23)cc1
  107, 99, 101, 97, ., 73, 103, 64, 101
O=[N+]([O-])c1ccc(OCCCCBr)c(Cl)c1
  112, 99, 99, 99, 94, 98, 106, 97, 110
C[N+](C)(C)CCOC(=O)c1ccc(OCc2ccccc2C(F)(F)F)cc1
  104, 102, 93, 100, 103, 90, 94, 93, 103
COc1ccc(Nc2ccc3ccccc3c2)cc1
  83, 59, 84, 92, 52, ., 77, 77, 53
O=C1Nc2ccc(F)cc2C1=Nc1ccc(O)cc1
  111, 110, 112, 93, 80, 88, 141, 100, 115
Nc1nc2c(ncn2[C@@H]2O[C@H](CNO)[C@@H](O)[C@H]2O)c(=O)[nH]1
  109, 127, 104, 104, 97, 100, 106, 98, 102
C=C(Cl)C1CO1 (stereo not given)
  121, 116, 101, 105, 108, 85, 111, 112, 101
O=C(O)CNS(=O)(=O)c1ccc(OCCOc2ccc(S(=O)(=O)NCC(=O)O)cc2)cc1
  107, 106, 104, 102, 100, 86, 93, ., 96
O=C(N/N=C/c1cccc(Oc2ccccc2)c1)c1cnn2c1NC(c1ccccc1)C2 (stereo not given)
  74, 80, 47, 63, 57, 80, 85, 70, .
O=C(NNc1nc2ccccc2nc1/C=C/c1ccc(F)cc1)Nc1cccc(Cl)c1
  53, 77, 88, 54, 44, 50, 102, 56, 123
N#Cc1c2c([nH]c(=O)c1C#N)CCCCC2
  107, 106, 103, 106, 98, 95, 108, 101, 101
CC(C)NCCNc1ccnc2cc(Cl)ccc12
  108, 78, 89, 86, 93, 87, 92, 100, 72
C/C(Cc1ccc(Cl)cc1)=C(/c1ccc(Cl)cc1)c1ccc(OCCN)cc1
  99, 90, 99, 92, 80, 76, 103, 91, 102
